# Screens (PubChem BioAssay)
# FEN1 inh – inhibitors of human flap endonuclease 1. 390,000 compounds, 0.35% hits. Potency, µM (titrated, usually from 114 µM), for the others: at the top dose activity change, negative = inhibition, most hits filed as inhibitors. AID 588795. P39748. Recombinant FEN1 flap cleavage, fluorescence, 15 min; further: nearly all actives have a fitted effect of over 65% in size
#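 Concentration–response screening of FEN1 (10 nM): 15 min compound preincubation at room temperature, reaction started with 50 nM substrate and read at 0 and 15 min. Corrected, normalized data were fitted by a four-parameter Hill equation.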
# KAT2A inh – GCN5L2 (KAT2A) acetyltransferase inhibition | Q92830 | GCN5L2 HAT assay, ThioGlo1 CoA-SH fluorescence | Potency, µM (titrated, usually from 58.9 µM), for inactives: top-dose activity change, negative = inhibition, most hits filed as inhibitors | 390,000 compounds, 0.21% hits | AID 504327
# Target sequence (Q92830 whole entry, looked up): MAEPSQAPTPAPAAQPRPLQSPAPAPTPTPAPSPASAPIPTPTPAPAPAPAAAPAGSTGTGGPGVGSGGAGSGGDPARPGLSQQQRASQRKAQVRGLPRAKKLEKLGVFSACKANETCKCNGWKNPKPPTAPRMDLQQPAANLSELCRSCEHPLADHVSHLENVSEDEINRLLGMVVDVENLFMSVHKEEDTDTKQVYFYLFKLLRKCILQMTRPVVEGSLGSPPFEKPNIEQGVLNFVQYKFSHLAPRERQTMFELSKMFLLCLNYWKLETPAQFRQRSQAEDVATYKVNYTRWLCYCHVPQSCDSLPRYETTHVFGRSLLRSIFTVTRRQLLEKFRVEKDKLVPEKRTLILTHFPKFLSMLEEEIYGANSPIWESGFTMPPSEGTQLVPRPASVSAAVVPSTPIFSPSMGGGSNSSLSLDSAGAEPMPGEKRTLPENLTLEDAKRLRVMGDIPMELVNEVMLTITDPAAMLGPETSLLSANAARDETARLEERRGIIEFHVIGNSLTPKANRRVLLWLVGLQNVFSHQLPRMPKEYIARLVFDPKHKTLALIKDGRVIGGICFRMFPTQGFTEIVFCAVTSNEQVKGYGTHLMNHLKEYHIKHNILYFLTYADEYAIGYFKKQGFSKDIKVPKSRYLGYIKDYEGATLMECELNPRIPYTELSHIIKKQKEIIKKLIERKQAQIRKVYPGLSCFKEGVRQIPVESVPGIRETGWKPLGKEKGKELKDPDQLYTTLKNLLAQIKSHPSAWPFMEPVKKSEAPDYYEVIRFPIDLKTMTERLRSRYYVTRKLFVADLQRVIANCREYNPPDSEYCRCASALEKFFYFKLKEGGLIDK
#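 GCN5L2 (20nM final) in 50mM HEPES, 0.1mM EDTA pH 7.5, 0.01% Tween-20 was preincubated 15 min at room temperature with compound, then given ThioGlo1 (50uM), H3(1-25) peptide (75uM) and acetyl-CoA (70uM); CoA-thiol fluorescence (Ex340/Em540) was read at 0 and 20 min.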
# N370S GC – inhibits or activates N370S mutant glucocerebrosidase. P04062. N370S GC spleen homogenate, 4MU-glucoside fluorescence. AID 2101. 330,000 compounds, 0.092% hits. Potency, µM (titrated, usually from 59.4 µM), for the others: at the highest dose activity change, negative = inhibition, actives largely listed as inhibitors;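 further: 0% = full enzyme activity and -100% = no enzyme basal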
# An asterisk follows results filed as active; u = inconclusive; x = no result given; & = joins results of further samples; [ ] = another dose, or the depositor's remark. The call rests on the fitted dose curve; in most records, active means well fitted curve in the direction sought with a large enough effect; inconclusive means small, poorly fitted or top-dose-only effect, or another doubt; inactive means no such curve, though single readings can be large; an effect the other way counts as inactive or inconclusive. Unless noted, on the % scale 0 is the no-effect control and ±100 the full control effect; potency means the concentration at half of the fitted maximal effect. Not all compounds are listed. The share of hits here may be higher or lower than overall.
SMILES,FEN1 inh,KAT2A inh,N370S GC
CCOc1cc(CNc2ccc(O)cc2)ccc1OCc1ccc(Cl)cc1,u,-4.7%,x
O=C(CCl)Nc1cccc(S(=O)(=O)N2CCCCCC2)c1,11.0%,-4.5%,-4.9%
Cc1cccc[n+]1CC(=O)c1ccc(NC(=O)c2ccccc2)cc1,4.2%,2.8%,-2.0%
CC1=C(C)CC(C(=O)NCCc2ccc(F)cc2)C(C(=O)O)C1 (stereo unspecified),-0.1%,0.4%,-5.9%
Cc1cccc(OCc2ccc(-c3nc(C#N)c(NCc4cccnc4)o3)o2)c1,-22.1%,-19.2%,x
COC(=O)CCc1n[nH]c(=O)[nH]c1=O,28.9%,-3.7%,-3.0%
CCCCOc1ccc(C(=O)NCc2cn3cccc(C)c3n2)cc1,-0.3%,-1.0%,x
O=C(O)c1ccc(OCCN2CCCC2=O)cc1,10.7%,-10.9%,-5.5%
Cn1cc(S(=O)(=O)N2CCCCCC2)cc1C(=O)N1CCN(c2ccccc2F)CC1,14.5%,2.6%,x
C=CCn1c(SCC(=O)CC(=O)OCC)nc2cc(C(=O)N3CCC(C(N)=O)CC3)ccc2c1=O,11.6%,-2.3%,u
COc1cccc(Cn2c(Oc3ccccc3)nc3c2c(=O)n(C)c(=O)n3C)c1,-19.6%,-3.6%,10.2%
COc1cccc(-c2cc(N(C)Cc3ccco3)ncn2)c1,x,-10.3%,-13.7%
CC(C(=O)Nc1ccccc1C(=O)N1CCCC1)n1nnc2ccccc21 (stereo unspecified),-3.2%,-5.4%,-10.9%
CSc1ccc(C(=O)C2CCCN(C(=O)c3nn(C)c(=O)c4ccccc34)C2)cc1 (stereo unspecified),-12.1%,-1.7%,-12.9%
Cc1ccc(N2C(=O)N(CC(=O)N(C)Cc3ccccc3)C(=O)C2C)cc1 (stereo unspecified),-10.2%,-9.9%,-18.9%
COc1cccc(CNC(=O)C(C)n2ccc3cc(S(=O)(=O)N4CCCCCC4)ccc32)c1 (stereo unspecified),-10.9%&-1.4%,-12.3%&-9.4%,6.2%
Cc1csc(NC(=O)CSc2nc(=O)n(CCN(C)C)c3c2CCCC3)n1,6.0%,-1.2%,-9.7%
COc1ccccc1NC(=O)CCn1c(=O)oc2cc(Cl)ccc21,15.8%,-2.6%,x
COCCNC(=O)/C(C#N)=C1\N=C(NC(=O)c2cccs2)c2ccccc21,-12.5%,-5.5%,-8.4%
CCn1nnc(-c2ccccc2NC(=O)C(F)(F)F)n1,-11.9%,2.8%,10.6%
COc1ccc(C(C)=O)cc1COC(=O)c1ccc(S(=O)(=O)N2CCOCC2)cc1,-8.3%,1.2%,1.6%
O=C(CSc1nnnn1C1CCCCC1)NNC(=O)c1ccco1,20.3%,3.5%,19.4%
O=C1c2ccccc2NC(c2ccc(-c3cccc(Cl)c3)o2)N1O (stereo unspecified),-3.4%,-0.9%,u
CC1Cc2cc(S(=O)(=O)NCc3ccccc3)ccc2N1C(=O)C1CCC1 (stereo unspecified),16.0%&-4.5%,-17.8%&0.0%,-10.4%
CCOC(=O)Nc1ccc([N+](=O)[O-])cc1C,0.1%,0.4%,3.3%
Clc1ccccc1-c1nc(N2CCNCC2)c2ccccc2n1,x,-7.1%,-18.7%
O=Cc1c(Sc2ccccc2)nc2ccccn2c1=O,6.1%,-4.7%[0.501 µM],-5.0%
CC(=O)N1c2ccccc2C(=O)C1N1CCN(c2cccc(C)c2C)CC1 (stereo unspecified),2.3%,2.3%,x
Cc1[nH]n(-c2ncc(-c3ccccc3)s2)c(=O)c1C(c1ccc(Br)cc1)C(C#N)C#N (stereo unspecified),u,u,1.3%
O=C(CCNS(=O)(=O)c1cccc2nsnc12)NC1CCN(Cc2ccccc2)CC1,-13.5%,1.2%,1.0%
CC(=O)NCc1c(I)c(NC(C)=O)c(I)c(C(=O)O)c1I,x,-7.4%,5.5%
CCn1cc(C(=O)NCCc2ccc(Cl)cc2)c(=O)c2cc(S(=O)(=O)N3CCOCC3)ccc21,-5.8%,-1.1%,x
c1cc2c(cn1)cnc1cscc12,7.2%,0.8%,-6.3%
CC1=C(C)CC2C(C1)C(=O)c1ccc(Br)cc1S2(=O)=O (stereo unspecified),17.5%,-11.7%,x
Cc1ccc(OCC(=O)N2CCN(C(=O)c3ccncc3)CC2)cc1,18.2%,-5.7%,5.0%
CC(=O)c1ccc(-n2nnnc2SCC(=O)NC2CCCCC2)cc1,0.9%,-7.6%,-2.0%
COCC(C)n1c(C)cc(C(=O)COC(=O)CCc2nc3ccccc3c(=O)[nH]2)c1C (stereo unspecified),4.2%,2.4%,-2.9%
Cn1c(=O)c2cc(C(=O)NC3CCCCCC3)sc2c2ccccc21,0.9%,u,x
O=C(NC1CCCCCC1)c1cc(S(=O)(=O)N2CCC3(CC2)OCCO3)ccc1F,-15.0%,-1.6%,-3.6%
O=C(CSc1ncc(-c2ccccc2)[nH]1)Nc1ccc(F)cc1F,6.3%,0.8%,x

# Of the compounds above, 2 have bromine:
SMILES,FEN1 inh,KAT2A inh,N370S GC
Cc1[nH]n(-c2ncc(-c3ccccc3)s2)c(=O)c1C(c1ccc(Br)cc1)C(C#N)C#N (stereo unspecified),u,u,1.3%
CC1=C(C)CC2C(C1)C(=O)c1ccc(Br)cc1S2(=O)=O (stereo unspecified),17.5%,-11.7%,x

# Shown as labelled records: part of the list above
CC(=O)c1ccc(-n2nnnc2SCC(=O)NC2CCCCC2)cc1
  FEN1 inh: 0.9%; KAT2A inh: -7.6%; N370S GC: -2.0%
COCC(C)n1c(C)cc(C(=O)COC(=O)CCc2nc3ccccc3c(=O)[nH]2)c1C (stereo unspecified)
  FEN1 inh: 4.2%; KAT2A inh: 2.4%; N370S GC: -2.9%
Cn1c(=O)c2cc(C(=O)NC3CCCCCC3)sc2c2ccccc21
  FEN1 inh: 0.9%; KAT2A inh: u; N370S GC: x

# The listing picks up, repeating the 4 entries before the break.
SMILES,FEN1 inh,KAT2A inh,N370S GC
COCC(C)n1c(C)cc(C(=O)COC(=O)CCc2nc3ccccc3c(=O)[nH]2)c1C (stereo unspecified),4.2%,2.4%,-2.9%
Cn1c(=O)c2cc(C(=O)NC3CCCCCC3)sc2c2ccccc21,0.9%,u,x
O=C(NC1CCCCCC1)c1cc(S(=O)(=O)N2CCC3(CC2)OCCO3)ccc1F,-15.0%,-1.6%,-3.6%
O=C(CSc1ncc(-c2ccccc2)[nH]1)Nc1ccc(F)cc1F,6.3%,0.8%,x
Cc1ccccc1NC(=O)c1ccc2c(c1)c(C)c(C)n2Cc1ccccc1,1.4%,-4.3%,x
Cc1cccc(NC(=O)CSCC(=O)Nc2cc(Cl)ccc2N2CCOCC2)c1,-19.5%,-3.3%,1.8%
CCOc1ccc(/C=C/C(=O)OCC(=O)NCCc2ccc(OCC)c(OCC)c2)cc1OC,-10.9%,-3.2%,5.0%
Cc1oc(-c2ccccc2Cl)nc1CS(=O)CC(=O)N1CCN(c2ccccc2)CC1 (stereo unspecified),-5.1%,-2.5%,-9.2%
Cc1ccc(CNC(=O)c2cccc(Nc3nc4ccccc4n4nnnc34)c2)cc1,14.9%,-0.6%,x
O=C(NCCCCCCCCCNC(=O)C(F)(F)F)C(F)(F)F,-11.1%,-11.5%,4.8%
COc1ccc(N(C)C(=O)Nc2ccc3nsnc3c2)cc1,3.7%,1.2%,-5.9%
Cc1ccc(Cc2c(C)nc3nc(SCC(=O)NCCCN4CCCCCC4)nn3c2C)cc1,-6.5%,-23.3%,-9.9%
O=C(CCSCCC(=O)Nc1c(F)c(F)c(F)c(F)c1F)Nc1c(F)c(F)c(F)c(F)c1F,-10.9%,-2.9%,13.7%
CCCc1cc(C(=O)Nc2ccc(C)cc2)no1,6.3%,-3.3%,8.4%
Cc1cccc(NC(=O)CCNS(=O)(=O)c2ccc3[nH]c(=O)oc3c2)c1,-3.3%,2.7%,-22.2%
O=C(CCNC(=O)C1CCN(S(=O)(=O)c2ccccc2)CC1)NCCc1cccc(F)c1,24.0%,0.0%,-8.1%
COc1ccccc1-n1cccc1C=O,-0.6%,-16.1%,0.5%
COc1ccccc1/C=C1/C(=O)N(c2cc(C)cc(C)c2)C(c2cccc([N+](=O)[O-])c2)S1(=O)=O (stereo unspecified),3.6%,2.8%,11.7%
CC(C)S(=O)(=O)C1=NSC2=NC(=O)/C(=C\c3ccc(-c4ccccc4)o3)C(=N)N21,u,-28.6%,7.9%
O=C(Nc1ccc(C(=O)Oc2ccccc2)c(O)c1)c1ccccc1,-22.1%,-7.9%,6.7%
CCn1nc(C(=O)NNC(=O)c2ccccc2OCc2c(C)noc2C)c2ccccc2c1=O,23.0%,2.3%,x
COc1ccccc1Nc1nc(NCCO)nc(N)c1[N+](=O)[O-],-1.7%,-2.7%,-21.1%
Cc1ccc(NC(=O)CCCC(=O)OC(C)C(=O)c2ccccc2)cc1 (stereo unspecified),11.1%,-4.2%,-2.6%
O=C(Nc1ccc(OC(=O)c2cccnc2)cc1)c1cccnc1,-4.2%,-4.1%,-9.2%

# Limited to KAT2A inh and FEN1 inh (4 entries from above):
compound,KAT2A inh,FEN1 inh
O=C(Nc1ccc(C(=O)Oc2ccccc2)c(O)c1)c1ccccc1,-7.9%,-22.1%
COc1ccccc1Nc1nc(NCCO)nc(N)c1[N+](=O)[O-],-2.7%,-1.7%
CCn1nc(C(=O)NNC(=O)c2ccccc2OCc2c(C)noc2C)c2ccccc2c1=O,2.3%,23.0%
Cc1cccc(NC(=O)CCNS(=O)(=O)c2ccc3[nH]c(=O)oc3c2)c1,2.7%,-3.3%

# Continued.
SMILES,FEN1 inh,KAT2A inh,N370S GC
Cc1ccc(Cl)cc1-n1c(=O)cc(N2CCN(c3ccccc3)CC2)[nH]c1=O,-9.9%,1.4%,x
Cc1ccsc1-c1nc(CN2C[C@@H](C)O[C@@H](C)C2)c(C)o1,-18.8%,-3.4%,1.6%
Cc1cc(C)c2c(=O)[nH]c(SCC(=O)NCCc3ccccc3)nc2n1,-6.7%,0.1%,-16.7%
COc1ccc(CC(=O)NCCC2=CCCCC2)cc1,13.7%,2.5%,-11.5%
CC1Cc2ccccc2N1CC(=O)NC(=O)NC1CCCC1 (stereo unspecified),0.5%,-9.3%,-0.2%
COc1ccc(CCN(C)C(=O)N2CCOCC2)cc1OC,-12.5%,2.5%,2.1%
COc1ccc(C2=NS(=O)(=O)N(C)C(C(=O)N3CCN(C)CC3)=C2)cc1,-1.2%,-22.6%,1.2%
CCOC(=O)C1=NN(c2ccc(C)cc2)CC1C(=O)OC (stereo unspecified),-4.7%,-14.3%,7.8%
Cc1ccc(Cl)cc1NC(=O)COC(=O)Cn1cnc2c1c(=O)n(C)c(=O)n2C,1.6%,-12.1%,2.9%
CC1(C)CC(=O)C(/C=N/c2ccccn2)=C(O)C1,-5.6%,-11.0%,0.7%
O=C(CNC(=O)c1ccc(Cl)cc1)OCC(=O)N1CCCC1,5.7%,-0.3%,-2.3%
COc1ccccc1N1CC(C(=O)Nc2nc(C)cs2)CC1=O (stereo unspecified),-2.8%,-1.9%,x
Cc1c(Nc2c3ccccc3nc3ccccc23)c(=O)n(-c2ccccc2)n1C,5.6%,-2.3%,5.3%
Cn1c(N)c(C(=O)Nc2c(Cl)cccc2Cl)sc1=S,5.8%,-3.7%,-7.2%
CCCC(=O)NC(=S)Nc1cccc(NC(=O)c2ccccc2)c1,-7.4%,-0.5%,-4.2%
O=C(NC(=S)Nn1cnnc1)c1cccc(Br)c1,-1.2%,0.4%,-12.7%
COc1cc2c(cc1OC)CN(CC(=O)Nc1ccc(C)cc1)CC2,4.4%,-6.4%,-4.2%
CC(C)CNS(=O)(=O)c1cc(C(=O)N2CC(C)OC(C)C2)c(Cl)cc1Cl (stereo unspecified),0.3%,-0.2%,5.9%
CCC1=C(OC(=O)N(CC)CC)N2C(=O)OC(=NCCOC)[C@]2(Cc2ccccc2)[C@H]2C1=CC[C@H]1C(=O)N(CC(=O)OC)C(=O)[C@H]12,14.8%,-26.6%,-9.3%&3.6%
COC(=O)c1ccc(COC(=O)c2ccc(S(=O)(=O)N3CCC(C)CC3)cc2)o1,-5.2%,-12.0%,10.1%
